# MmCpn inh: M. maripaludis TRiC chaperonin inhibition; 330,000 tested, 0.031% active; purified Mm-Cpn ATPase, ADP Transcreener TR-FRET; AID 504842; Potency, µM (top dose mostly 76.9 µM), inactives show top-dose activity, negative = inhibition, usual class: inhibitors; further: potency means the concentration at half of the fitted maximal effect; on the % scale 0 is the no-effect control and ±100 the full control effect; nearly all actives have a fitted effect of over 80% in size
#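 Eu-cryptate anti-ADP/ADP-d2 competition gives a ratio inversely related to ADP. Enzyme at 25 nM was pre-exposed to compound for 10 min, then given 10 uM ATP for 30 min, 37°C throughout.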
# A549 viability: A549 cytotoxicity, counter-screen for Nrf2 inhibitors. AID 504648. A549 ARE-Fluc cells, CellTiter-Fluor viability, 18-24 h. Potency, µM (top dose mostly 46 µM), without a hit: at the highest dose activity change, negative = cytotoxicity, usual class: inhibitors. 390,000 tested, 0.16% active; further: potency means the concentration at half of the fitted maximal effect; on the % scale 0 is the no-effect control and ±100 the full control effect
#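 Cytotoxicity counterscreen: CellTiter-Fluor fluorescence was measured in A549 ARE_Fluc cells after 18-24 h of compound exposure in a concentration series. The subsequent BugLite luminescent read reports ARE-luciferase activity.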
# pAkt inh: blocks phosphorylation of Akt | Neuro2A IGF-stimulated pAkt S473 HTRF, 20 min; active compounds read low | activity change, % for hits at 50 µM | 360,000 tested, 0.32% active | AID 651550; in the data active means activity change below about -80%; inconclusive means mostly about -51% to -80%; further: on the % scale 0 is the no-effect control and ±100 the full control effect
#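 Neuro2A cells (4,500/well, DMEM with 0.5% FBS) were treated with compound at a single 50 µM final concentration, stimulated with 6 nM IGF for 20 min at 37 °C, and lysed. Phospho-Akt Ser473 was read by HTRF as 665/615 ratio ×10^4.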
# Nrf2 ARE act: Nrf2 pathway activation; AREc32 ARE-luciferase reporter (MCF7-derived line), luminescence, 24 h; Potency, µM (highest dose often 46.1 µM), inactives show top-dose activation, most hits filed as activators; 410,000 tested, 0.31% active; AID 624171; further: potency means the concentration at half of the fitted maximal effect; % of control where 0% means no effect; nearly all actives have a fitted effect of over 65% in size
#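 For detection, Steady-Glo was added and plates sat 30 min at RT; before that, AREc32_Fluc cells grown overnight in OPTI-MEM/5% FBS had been treated with 23 nL compound for 24 hr at 37 deg C.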
# Nrf2 block: Nrf2 pathway inhibition; A549 ARE-Fluc reporter, luciferase luminescence, 18-24 h; Potency, µM (titrated, usually from 46 µM), inactives show at the highest dose activity change, negative = inhibition, most hits filed as inhibitors; 360,000 tested, 2.1% active; AID 504444; further: potency means the concentration at half of the fitted maximal effect; on the % scale 0 is the no-effect control and ±100 the full control effect; nearly all actives have a fitted effect of over 60% in size
#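 Concentration-response testing used A549 ARE_Fluc cells at 5000 cells/well. Following an 18-24 h compound incubation, viability was read by fluorescence (Ex 405/Em 525) and luciferase output by luminescence.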
# HepG2 tox: kills HepG2 cells in TGF-b inhibitor counter-screen. HepG2 CAGA-GFP viability, ATP luminescence, 18 h. Potency, µM (highest dose often 46.1 µM), for inactives: at the top dose activity change, negative = cytotoxicity, actives largely listed as cytotoxic. 410,000 tested, 0.76% active; further: potency means the concentration at half of the fitted maximal effect; some results filed as inactive show a strong effect at the top dose
#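 CellTiter-Glo luminescence gave cytotoxicity after 18 hours at 37 degrees C. The cells were HepG2 CAGA-GFP in 1% FBS DMEM, stimulated with 500 pg/mL TGF-beta after compound addition. %Activity was normalised to no-cell wells (complete cell-killing) and DMSO (no toxicity), and curves were fitted and classified.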
# TGFb inhibitor: inhibitors of TGF-b signaling; HepG2 CAGA-GFP TGF-b/SMAD3 reporter, GFP fluorescence, 18 h; TGF-beta stimulated, 500 pg/mL final; Potency, µM (doses to about 46.1 µM), for the others: top-dose activity, negative = inhibition, hits mostly inhibitors; 410,000 tested, 1.2% active; AID 588855; further: potency means the concentration at half of the fitted maximal effect; on the % scale 0 is the no-effect control and ±100 the full control effect; nearly all actives have a fitted effect of over 65% in size
#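 HEPG2 CAGA-GFP, 1000 cells/well; 2 h settle, 37 C; cpd via pin tool; TGF-b 500 pg/mL final; 18 h, 37 C; GFP imaging ex488/em500-530; %Activity normalised to -TGF-b and +DMSO controls; CRC fit, curve class.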
# CCT modulator: modulators of cytosolic chaperonin (CCT/TRiC) activity; activity change, % (no concentration beside the values), hits read low; purified chaperonin ATPase assay, HTRF ADP detection, 30 min; 360,000 tested, 0.3% active; in the data active means activity change below about -30%; further: on the % scale 0 is the no-effect control and ±100 the full control effect
#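 ATPase activity: ADP formed was measured by HTRF Transcreener (665/615 nm ratio) after 30 min at 37 deg C with 10 uM ATP. Compounds screened at one 76 uM concentration against 40 or 20 nM TRiC in Tris pH 7.4/KCl/MgCl2/DTT buffer.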
# ATXN viability: cell viability loss in ATXN counter-screen. S2 cells (HEK-293 line with an ATXN2-luciferase reporter) viability, CellTiter-Fluor protease fluorescence, 24 h. 400,000 tested, 0.49% active. Potency, µM (top dose mostly 56.7 µM), hits mostly cytotoxic; further: potency means the concentration at half of the fitted maximal effect; nearly all actives have a fitted effect of over 40% in size
# Numbers without * were called inactive; i = inactive; ? = inconclusive; . = not tested or not shown; [ ] = dose if it differs, or a comment. Unless noted, the call rests on the fitted dose curve; in most records, active means well fitted curve in the direction sought with a large enough effect; inconclusive means small, poorly fitted or top-dose-only effect, or another doubt; inactive means no such curve, though single readings can be large; an effect the other way counts as inactive or inconclusive.
SMILES,MmCpn inh,A549 viability,pAkt inh,Nrf2 ARE act,Nrf2 block,HepG2 tox,TGFb inhibitor,CCT modulator,ATXN viability
CCOC(=O)CNC(=O)Cn1cnc2sc(C)c(S(=O)(=O)N3CCOCC3)c2c1=O,-3%,3%,i,0.0%,1%,0%,-9%,-1.0,i
Cc1c(Cc2ccccc2)c(=O)oc2c(C)c(OCC(=O)N[C@@H](Cc3ccccc3)C(=O)O)ccc12,-1%,0%,i,-0.2%,4%,1%,29%,-7.9,i
Cc1csc(NC(=O)c2ccc(=O)[nH]c2)n1,-3%,4%,i,4.1%,5%,3%,2%,-2.0,i
Cc1ccc2c(CNCc3ccccc3)cc(=O)oc2c1,1%,-15%,i,2.5%,-7%,-25%,-25%,-2.2,i
COC(=O)C1=CN(CCCN2CCCC2=O)C=C(C(=O)OC)C1c1ccccc1C(F)(F)F,-7%,?,i,0.2%,-8%,-2%,7%,-2.8,.
Cc1nc(SCC(=O)Nc2ccc(C(=O)O)cc2)n[nH]1,.,-4%,.,-0.9%,-4%,-5%,-24%,.,i
O=C(NC(Cc1ccc2c(c1)OCO2)C(=O)N1CCCC1C(=O)O)c1ccccc1 (stereo not drawn),0%,-25%,.,-1.1%,0%,0%,1%,1.2,i
COc1ccc(C(=O)Nc2ccc(N3CCOCC3)cc2)cc1OC,0%,4%,i,1.9%,-3%,-43%,-16%,-1.5,i
CC1Sc2ccc(C(=O)N(CCc3ccccc3)Cc3ccccc3)cc2NC1=O (stereo not drawn),.,.,i,-0.3%,.,-53%,?,1.7,i
Cc1nc2nc(C)c(CCC(=O)O)c(C)n2n1,0%,4%,i,-0.4%,6%,3%,11%,-2.7,i
O=C(NC(=S)NNC(=O)c1ccccc1O)c1ccc([N+](=O)[O-])cc1,-1%,-15%,i,-0.9%,?,-15%,12%,1.0,i
O=C(CSc1cn[nH]n1)Nc1ccccc1F,0%,0%,i,-0.7%,1%,-22%,-2%,4.6,i
O=C(CCC1CCCN(Cc2ccc(O)c(Cl)c2)C1)NCc1ccccc1F (stereo not drawn),0%,3%,i,-0.2%,?,-1%,5%,-1.6,i
COCCCNC(=S)N(CCCO)Cc1cc2cc3c(cc2[nH]c1=O)OCO3,-2%,-6%,i,-0.7%,-1%,4%,9%,-0.5,i
CC(=O)Nc1cccc(N/C=C(\C=O)c2nc3ccccc3o2)c1,0%,11%,i,?,?,-13%,5%,-2.5,i
CC(C)Cc1nnc(NC(=O)CCC(=O)Nc2ccccc2)s1,0%,-3%,i,-2.4%,0%,-10%,5%,-0.1,i
O=C(CSc1nnc(CCc2ccccc2)n1-c1ccc(Cl)cc1)NCc1ccccc1,0%,-15%,i,11%,-27%,-10%,11µM*,3.1,i
CC1(C)CC(=O)C=C(NCCc2c[nH]c3ccccc23)C1,-3%,1%,i,2.7%,3%,-62%,0%,2.8,i
O=C(C1CCCCC1)N1CCC(CO)(Cc2ccccc2Cl)CC1,-4%,-4%,i,3.4%,-16%,-17%,-2%,2.2,i
O=C(COC(=O)/C=C/C(=O)N1CCN(c2ccccc2)CC1)NCc1ccc(F)cc1,-1%,0%,i,2.4%,-12%,6%,7%,0.4,i
CCOC(=O)Cn1nc(NC(=O)c2ccc3c(c2)OCO3)cc1C,-5%,3%,i,2.1%,-9%,-2%,-8%,2.3,i
O=C(CSc1nc2ccc([N+](=O)[O-])cc2[nH]1)c1ccc2ccccc2c1,-4%,?,i,4.9%,?,-21%,?,0.7,i
CCC(C)Sc1nnc(CNC(=O)C23CC4CC(CC(C4)C2)C3)n1C1CCCCC1 (stereo not drawn),3%,-12%,i,0.2%,?,-9%,-29%,-1.7,i
c1ccc(Cc2noc(CN3CCCN(C4Cc5ccccc5C4)CC3)n2)cc1,1%,0%,i,2.9%,7%,-33%,-13%,2.4,?
Cc1ccc2nc(-c3ccccn3)cc(C(=O)N3CCN(c4ncccn4)CC3)c2c1,0%,4%,i,3.6%,.,11%,-6%,-2.2,i

# Reprinted at random: 4 entries already listed.
SMILES,MmCpn inh,A549 viability,pAkt inh,Nrf2 ARE act,Nrf2 block,HepG2 tox,TGFb inhibitor,CCT modulator,ATXN viability
Cc1nc(SCC(=O)Nc2ccc(C(=O)O)cc2)n[nH]1,.,-4%,.,-0.9%,-4%,-5%,-24%,.,i
CC(C)Cc1nnc(NC(=O)CCC(=O)Nc2ccccc2)s1,0%,-3%,i,-2.4%,0%,-10%,5%,-0.1,i
c1ccc(Cc2noc(CN3CCCN(C4Cc5ccccc5C4)CC3)n2)cc1,1%,0%,i,2.9%,7%,-33%,-13%,2.4,?
COc1ccc(C(=O)Nc2ccc(N3CCOCC3)cc2)cc1OC,0%,4%,i,1.9%,-3%,-43%,-16%,-1.5,i

# (continued)
SMILES,MmCpn inh,A549 viability,pAkt inh,Nrf2 ARE act,Nrf2 block,HepG2 tox,TGFb inhibitor,CCT modulator,ATXN viability
O=C(COC(=O)c1cnccn1)Nc1cc(S(=O)(=O)N2CCOCC2)ccc1Cl,-1%,0%,i,-0.2%,-14%,-2%,-1%,-0.2,i
CCOC(=O)c1cc2oc(C)cc2n1CC(=O)OC1CCCCC1,-3%,14%,i,-0.3%,-3%,-21%,-1%,-0.1,i
CCOc1ccc(NC(=O)CN(C)C(=O)C2CCN(C(=O)c3ccc(Cl)cc3)CC2)cc1OCC,0%,3%,i,-0.5%,?,-11%,-1%,-0.7,i
CC(C(=O)NC(=O)NC1CCCCC1)N1CCN(c2ccccn2)CC1 (stereo not drawn),-3%,2%,i,-0.6%,14%,-13%,-4%,0.1,i
COc1ccc(OCCOC(=O)CNC(=O)c2cccc(C)c2)cc1,?,12%,i,0.0%,19%,0%,0%,-2.8,i
Cc1ccnc(NC(=O)c2ccc(NC(=O)CC3SC(N4CCCC4)=NC3=O)cc2)c1 (stereo not drawn),-3%,-1%,i,0.3%,?,-16%,8%,-0.6,i
CCSc1nnc(NC(=O)CSc2nc(C)cc(C)n2)s1,0%,-13%,i,-0.1%,.,30%,20%,-4.1,i
O=C(CCC1CCCC1)Nc1ccccc1-c1ccccc1,0%,17%,i,-0.2%,14%,-3%,-19%,-1.1,i
O=C(c1cc(-c2ccncc2)nc2ccccc12)N1CCOCC1,2%,-7%,i,-0.4%,4%,-28%,0%,-2.6,i
Cc1ccc(/C=N/NC(=O)Cc2cccs2)o1,0%,16%,i,0.5%,11%,-45%,?,-3.4,i
Cc1cc(=O)oc2cc(OC(C)C(=O)N3CCCc4ccccc43)ccc12 (stereo not drawn),0%,2%,i,2.3%,.,-26%,?,-17,i
CCOC(=O)c1c(C)[nH]c(O)c1C=Nc1ccccc1,-1%,-15%,i,9.6%,?,-11%,-18%,-2.6,i
Cc1cc(C(=O)c2ccccc2)nc2ccccc12,0%,3%,i,18%,?,7%,?,2.2,i
O=C(CCC1N=C2c3ccccc3N=C(SCC(=O)NCCc3ccccc3)N2C1=O)NCc1ccc(F)cc1 (stereo not drawn),.,2%,.,13%,.,-32%,-38%,.,i
COc1ccc2c(COC(=O)CCS(=O)(=O)c3ccc(C)cc3)cc(=O)oc2c1,?,3%,i,2.3%,12%,4%,-2%,2.2,i
Cc1ccnc(Nc2nc(-c3ccccc3)cs2)c1,0%,1%,i,24%,?,-71%,10µM*,-2.4,i
Cc1cccc(C)c1OCCCCN1CCCCC1,0%,0%,i,0.1%,-16%,5%,2%,-2.2,i
OCC[C@H]1C[C@@H](O)[C@H](O)[C@@]2(CCCO2)O1,.,8%,i,0.0%,6%,0%,2%,-2.0,i
CC(=O)c1cccc(NC(=O)COC(=O)CCc2ccc(S(=O)(=O)N3CCOCC3)cc2)c1,1%,5%,i,0.1%,7%,-62%,-24%,-7.0,?
CC(=O)Nc1cc(NC(C)=O)cc(C(=O)OCC(=O)c2ccc3c(c2)NC(=O)CO3)c1,-4%,-2%,i,-0.4%,2%,1%,1%,0.2,i
Cc1ccc(C(C)C)cc1OCC(=O)NC1CCCCCCC1,0%,2%,i,5.3%,?,-31%,?,-1.4,i
O=C(C1CCCN(Cc2ccccc2F)C1)N1CCCC1 (stereo not drawn),3%,?,i,-0.4%,2%,-1%,1%,-2.2,i
Cc1ccnc(N2C(=O)c3ccccc3C2Nc2ccc3c(c2)OCCO3)c1 (stereo not drawn),1%,-3%,i,3.6%,?,-10%,-4%,-1.9,i
CCOc1cccc(C(=O)Nc2cccc(NC(=O)c3ccco3)c2)c1,3%,3%,i,3.2%,-14%,-9%,13%,-3.3,i
COc1ccc(Cc2nc3ccccc3n2CC(=O)N/N=C/c2ccc(O)cc2)cc1OC,1%,0%,i,-0.2%,-15%,6%,8%,-0.9,i

# Next section:
SMILES,MmCpn inh,A549 viability,pAkt inh,Nrf2 ARE act,Nrf2 block,HepG2 tox,TGFb inhibitor,CCT modulator,ATXN viability
CCc1ccccc1NC(=O)Nc1cccs1,0%,9%,i,8.5%,8%,-4%,-5%,2.0,i
COc1ccc(CCNC(=O)COc2ccc(-c3ccc(C)cc3)cc2)cc1OC,2%,1%,i,0.1%,-20%,-11%,-6%,-3.6,i
Cc1nnc(SCC(=O)Nc2nccs2)n1C(C)C,-1%,-1%,i,-0.9%,6%,1%,2%,-1.8,i
O=C(NCc1ccc(C(F)(F)F)cc1)c1cccc2c(-c3ccc(F)c(F)c3)coc12,.,.,i,0.0%[9.22 µM],.,5%,?,-2.2,i
C[C@H]1CN([C@@H](C)CO)C(=O)c2cccc(NC(=O)Nc3ccc(C(F)(F)F)cc3)c2O[C@H]1CN(C)C,-2%,-19%,i,0.9%,?,-12%,-14%,-2.7,?
NC(c1csc(Nc2cnccn2)n1)C1CCCCC1 (stereo not drawn),.,.,i,4.5%,.,-21%,5%,0.7,i

# High-throughput results deposited in PubChem BioAssay by National Center for Advancing Translational Sciences (NCATS).
